Assay outcomes: PubChem BioAssay, several laboratories
Thrombin inh: blocks human thrombin protease activity. P00734. alpha-thrombin, Boc-VPR-AMC fluorogenic substrate cleavage. inhibition, % at 5 µM. 220,000 tested, 0.26% active. AID 1046;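 active = inhibition at or above 40%; inactive = inhibition below 40%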;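 also: 0% = enzyme with no compound and 100% = wells without enzyme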
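Test system: human alpha-thrombin; medium: pH 7.5 Tris-saline with Tween 20; times: reaction at room temperature; signal: AMC fluorescence at 355 nm excitation and 460 nm emission; also added: Boc-VPR-AMC substrate, 15 µM final; dosing: one concentration per compound, 5 µM, with 0.2% DMSO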
EBV gp42 block: EBV gp42 inhibition | AID 1085 | inhibition, % (tested at 21.74 µM) | 220,000 tested, 0.42% active | Q1HVG2 | Fluorescence polarization binding assay, mP read-out; in the data active = inhibition above about 50%
Target sequence (Q1HVG2 whole entry, looked up): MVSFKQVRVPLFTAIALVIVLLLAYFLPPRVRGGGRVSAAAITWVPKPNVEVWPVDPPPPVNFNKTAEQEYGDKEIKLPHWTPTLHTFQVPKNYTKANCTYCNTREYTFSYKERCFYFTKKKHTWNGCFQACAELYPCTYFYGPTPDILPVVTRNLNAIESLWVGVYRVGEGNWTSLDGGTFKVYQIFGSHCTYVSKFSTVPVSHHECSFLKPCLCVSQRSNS
NCF1 inh: p47phox (human) inhibition; P14598; inhibition, % at 24.7 µM; AID 1274; p47phox/p22phox peptide binding, fluorescence polarization, 2 h; 220,000 tested, 0.53% active;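 also: 0% = p47phox with labelled peptide and 100% = labelled peptide alone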
Target sequence (P14598 whole entry, looked up): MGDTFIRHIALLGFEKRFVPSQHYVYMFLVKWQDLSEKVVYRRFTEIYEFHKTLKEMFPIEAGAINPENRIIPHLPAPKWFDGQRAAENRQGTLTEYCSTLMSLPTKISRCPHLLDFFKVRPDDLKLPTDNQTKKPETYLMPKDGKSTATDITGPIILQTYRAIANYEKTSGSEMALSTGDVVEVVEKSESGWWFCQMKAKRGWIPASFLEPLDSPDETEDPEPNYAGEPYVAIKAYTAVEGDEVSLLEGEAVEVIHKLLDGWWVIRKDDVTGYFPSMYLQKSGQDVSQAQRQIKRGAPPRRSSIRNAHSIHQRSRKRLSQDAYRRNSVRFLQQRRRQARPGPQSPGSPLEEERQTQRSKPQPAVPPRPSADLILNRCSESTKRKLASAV
Rad51 HR inh: Rad51 (human) homologous recombination inhibition. Q06609. hRad51 DNA strand exchange, fluorescence dequenching. inhibition, % at 10 µM. 200,000 tested, 0.085% active;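 active = inhibition above 40% at the single screening dose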;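 also: 0% = DMSO control wells and 100% = blanks with heterologous ssDNA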
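Material: human Rad51–ssDNA filaments; Probe or stimulus: labelled 47-mer dsDNA for strand exchange; Doses: single 10 µM dose; Incubation: 37 °C 15-min filament assembly, 30-min compound preincubation, 15-min exchange; Technique: FRET fluorescence dequenching, excitation 485 nm, emission 520 nm; Measure: Fluorescence-based percent inhibition, control- and blank-normalised; Benchmarks: plate control and blank wells.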
14-3-3 Bad inh: disrupts binding of bovine 14-3-3 zeta to phospho-Bad peptide. P63103. TR-FRET 14-3-3zeta/Dy647-pBad peptide displacement, 1 h. inhibition, % at 21.7 µM. 220,000 tested, 0.71% active;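 active = inhibition above about 70%, limit read from the data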;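 also: 0% = full 14-3-3 plus peptide FRET controls and 100% = background without 14-3-3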
Target sequence (P63103 whole entry, looked up): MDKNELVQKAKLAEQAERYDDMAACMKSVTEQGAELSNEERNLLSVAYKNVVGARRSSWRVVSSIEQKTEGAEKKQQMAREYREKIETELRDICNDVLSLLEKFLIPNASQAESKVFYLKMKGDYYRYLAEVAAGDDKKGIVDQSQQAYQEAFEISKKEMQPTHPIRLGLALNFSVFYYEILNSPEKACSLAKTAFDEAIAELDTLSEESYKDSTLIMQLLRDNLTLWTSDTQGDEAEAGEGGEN
eIF4E-4G inh: inhibitors of eIF4E and eIF4G interaction in translation initiation; P63073+Q04637; 220,000 tested, 0.37% active; inhibition, % at 21.7 µM; TR-FRET eIF4E-eIF4GI(517-606) binding, 2 h;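 also: 0% = full FRET control wells and 100% = background wells lacking eIF4GI fragment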
KLK5 inh: blocks human kallikrein 5 protease activity; Q9Y337; recombinant hK5, fluorogenic AMC substrate cleavage; inhibition, % at 5 µM; 210,000 tested, 0.59% active; AID 873;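 active = inhibition of 40% or more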;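 also: 0% = enzyme controls without compound and 100% = no-enzyme blanks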
KCC2 mod: modulates chloride dependent transport by human KCC2 | Q9H2X9 | KCC2 cells, thallium flux FluoZin-2 fluorescence | 190,000 tested, 2.2% active | B-score of Tl+ flux slope (higher = more flux/activation; lower = inhibition) at 10 µM | AID 1456;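 active = thallium flux slope and its plate-corrected score both differing from the plate sample mean at a set confidence after two filtering rounds, in either direction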;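 also: slope of fluorescence scaled to starting intensity during 10 to 20 s after thallium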
Furin inhibitor: inhibitors of human furin; purified furin, fluorogenic substrate cleavage; inhibition, % at 30 µM; 220,000 tested, 0.061% active; AID 463115; in the data active = inhibition above about 25%; also: inactives centre near -15
An asterisk follows results filed as active; / = no result given; [ ] = dose if it differs, or a comment.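 The calls were made as follows, unless noted: active = inhibition above about 30% (limit read from the data); inactive = the rest.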

SMILES	Thrombin inh	EBV gp42 block	NCF1 inh	Rad51 HR inh	14-3-3 Bad inh	eIF4E-4G inh	KLK5 inh	KCC2 mod	Furin inhibitor
Cn1ccnc1SCC(=O)c1ccc(Br)cc1	1	-5	-6	-2	-16	3	8	/	-26
CCOC(=O)c1c(NC(=O)CNC2CCCc3ccccc32)sc(C(N)=O)c1C (stereo unspecified)	0	-9	8	5	-6	-2	3	-0.31	-27
Cc1cc(NC(=O)Cn2cnc3c(nnn3-c3cccc(F)c3)c2=O)no1	-2	-8	3	1	19	0	/	1.4	-6
O=C(NC1(C(F)(F)F)NC(=O)N(CC2CCCCC2)C1=O)c1ccco1 (stereo unspecified)	-7	-15	-17	4	-9	-5	-22	/	-19
COc1ccc(/C=C/C(=O)NC(=S)Nc2ccc(S(=O)(=O)Nc3nccnc3OC)cc2)cc1	-2	8	-7	1	-8[fluorescence artefact?]	6	-3	0.092	-22
CC(C)NC(=O)NNC(=O)Cn1nnc(-c2cccc(Cl)c2Cl)n1	-4	-9	0	1	-4	2	-10	-1	-13
CCCNC(=O)COC(=O)/C=C/c1ccco1	-5	-9	0	4	-5[fluorescence artefact?]	1	-7	-0.51	-17
C/C(=N\N1CCN(C)CC1)c1ccc(Cl)c(Cl)c1	-7	-6	1	8	-1	2	5	0.058	-18
Cc1nc(CNS(=O)(=O)c2ccc3c(c2)OCCO3)cs1	2	-17	3	-8	3[fluorescence artefact?]	2[fluorescence artefact?]	-25	-0.58	-22[20 µM]
Cc1ccc(S(=O)(=O)Oc2ccc(N3C(=O)C4C5CCC(C5)C4C3=O)cc2)cc1 (stereo unspecified)	2	-7	1	5	-1	1	2	0.3	-18
COc1ccc(Cl)cc1NC(=O)Cn1c(=O)n2nc(C)nc2c2ccccc21	5	-17	-1	-4	4	1	0	/	-5
CCC(C)n1c(SCC(=O)Nc2ccccc2C(F)(F)F)nc2ccsc2c1=O (stereo unspecified)	3	0	-2	-1	2[fluorescence artefact?]	-5	-1	-0.83	-22[20 µM]
O=C(CSc1ncnc2nc[nH]c12)Nc1nnc(SCc2ccc(Cl)c(Cl)c2)s1	-3	-7	-41	18	-14	7	-24	1.4	-20
Cn1c(=O)oc2cc(S(=O)(=O)NCCN3CCN(c4ccccc4F)CC3)ccc21	1	-12	-11	-7	-2	1[fluorescence artefact?]	-9	1.1	-4
COc1ccc(C(=O)Nc2nc3ccc(S(C)(=O)=O)cc3s2)cc1OC	-5	-13	-15	7	-2	-5	-1	0.58	-25

Seven records picked at random from the list so far, as already listed:
SMILES	Thrombin inh	EBV gp42 block	NCF1 inh	Rad51 HR inh	14-3-3 Bad inh	eIF4E-4G inh	KLK5 inh	KCC2 mod	Furin inhibitor
COc1ccc(Cl)cc1NC(=O)Cn1c(=O)n2nc(C)nc2c2ccccc21	5	-17	-1	-4	4	1	0	/	-5
CCOC(=O)c1c(NC(=O)CNC2CCCc3ccccc32)sc(C(N)=O)c1C (stereo unspecified)	0	-9	8	5	-6	-2	3	-0.31	-27
Cn1ccnc1SCC(=O)c1ccc(Br)cc1	1	-5	-6	-2	-16	3	8	/	-26
O=C(CSc1ncnc2nc[nH]c12)Nc1nnc(SCc2ccc(Cl)c(Cl)c2)s1	-3	-7	-41	18	-14	7	-24	1.4	-20
CCC(C)n1c(SCC(=O)Nc2ccccc2C(F)(F)F)nc2ccsc2c1=O (stereo unspecified)	3	0	-2	-1	2[fluorescence artefact?]	-5	-1	-0.83	-22[20 µM]
Cn1c(=O)oc2cc(S(=O)(=O)NCCN3CCN(c4ccccc4F)CC3)ccc21	1	-12	-11	-7	-2	1[fluorescence artefact?]	-9	1.1	-4
COc1ccc(C(=O)Nc2nc3ccc(S(C)(=O)=O)cc3s2)cc1OC	-5	-13	-15	7	-2	-5	-1	0.58	-25

(further entries)
SMILES	Thrombin inh	EBV gp42 block	NCF1 inh	Rad51 HR inh	14-3-3 Bad inh	eIF4E-4G inh	KLK5 inh	KCC2 mod	Furin inhibitor
COc1cc(C2CC(=O)N3CN(Cc4ccccc4)CSC3=C2C#N)ccc1OCc1ccccc1 (stereo unspecified)	-7	-1	-6	-2	9	0	-9	/	-5
COc1ccc(C(=O)Nc2cc(C)c3c(=O)oc4ccccc4c3n2)cc1	0	-15	-22	6	19	3	-3	/	-18
CN1CCN(CCCN(Cc2cccs2)C(=S)Nc2ccc(Cl)cc2)CC1	-8	-7	-2	5	-4	3	-3	1.3	-21
COc1ccc2c(c1)sc(=N)n2C	-6	-42	-7	-2	-4	11	-15	/	-26
COc1ccccc1NC(=O)CSc1nc2c(sc3ccccc32)c(=O)n1CCN(C)C	-19	-22	-19	14	-12	2	1	0.018	-31
COc1ccc(-c2nc(-c3cccc(C)c3)nc(N3CCN(C)CC3)c2C#N)cc1	0	-15	3	5	-13	-7	-6	/	11
COc1ccccc1OCC(=O)NNC(=O)c1cnccn1	-14	-8	-4	/	7	3	17	-0.16	-15[20 µM]
COc1cc(CC(=O)OCC(=O)NCC(C)C)cc(OC)c1OC	0	1	-16	2	-19	0	1	-0.8	-29
Cc1ccc(NC2=NCC(=O)N2C2CCCC2)cc1C	3	3	-7	1	3	0	14	0.32	-9
CCCCC1(CC)C(=O)NC(=O)NC1=Nc1ccc(OC)cc1 (stereo unspecified)	0	-3	-3	2	-4[fluorescence artefact?]	0[fluorescence artefact?]	4	0.45	-7
CC(C)c1nc2scc(-c3ccc(Cl)cc3)c2c(=O)n1N	-2	-21	-16	-20	-6	5	-1	-0.2	-2
COc1ccc(C(CC(=O)O)NC(=O)COc2ccccc2)cc1OC (stereo unspecified)	-7	-10	-2	-15	2	6	17	-0.25	5
O=C(CNS(=O)(=O)c1ccc(F)cc1)N1CCCCCC1	-5	-10	-2	-20	-5	2	8	1.6	-7
COc1ccc(-n2c(=O)cc(N3CCCCCC3)[nH]c2=O)cc1	5	-9	-12	2	3[fluorescence artefact?]	6[fluorescence artefact?]	-17	-0.17	-22[20 µM]
CNC(=S)N1N=C(c2ccc(OC)cc2)CC1c1ccc(Cl)cc1Cl (stereo unspecified)	-7	-7	-16	/	-7	-4	/	-0.44	-22
NC(=O)c1ccc(N=Nc2c(-c3ccccc3)[nH]n(-c3ccccc3)c2=O)cc1	5	-5	8	7	-2	-1	15	1.3	-7
CSc1nnc(C)c(/C=C/Nc2ccc(Cl)cc2)n1	-2	-32	-12	-9	3[fluorescence artefact?]	-4	1	-1.9	-2[20 µM]
O=C(COC(=O)/C=C/c1ccccc1Cl)NC1CCCCCC1	9	-11	-10	-13	-5	-5	-6	-1.2	-26
COc1ccc(OCCCC(=O)Nc2ccc(N3CCCCC3)cc2)cc1	-7	9	3	1	-11[fluorescence artefact?]	0	-15	0.35	-13
O=C(N/N=C/c1cn(-c2ccccc2)nc1-c1ccc(F)cc1)c1ccc(Br)o1	1	-3	-10	-11	12[fluorescence artefact?]	0[fluorescence artefact?]	1	2.9	-4[20 µM]
O=C(Nc1cc(F)cc(F)c1)c1sc(Cl)nc1-c1ccccc1	-9	-5	-4	13	-23	8	-8	0.17	-26
O=C(Nc1ccccc1C(=O)Nc1ccccn1)c1ccc([N+](=O)[O-])cc1	-6	23	22	7	54	6	-4	-0.055	-13
CCOC(=O)C1CCCN(C(=O)c2cc(Nc3ccc(OC)cc3)nc3ccccc23)C1 (stereo unspecified)	3	-17	-4	-4	1	-9	5	-0.018	-9[20 µM]
COc1cc(Cl)c(S(=O)(=O)N2CC(C)OC(C)C2)cc1Cl (stereo unspecified)	26	-2	-3	5	2	-4	54*	-1.2	-15[20 µM]
COCC(C)n1c(SCC(=O)NNC(=O)c2ccc(F)cc2)nc2ccccc2c1=O (stereo unspecified)	-11	-7	3	-3	2	2	4	0.36	-22
Cc1cc(Nc2ccc(C(=O)O)cc2)n2nc(C)nc2n1	-9	-2	-4	24	-5	0	-19	0.19	-14
CCN(CC)CCNC(=O)C(=O)Nc1ccc(C(=O)OC)cc1	2	-14	-7	/	0	-3	3	-0.18	-11
C#CCOCCOCCOCCNc1nc(N2CCN(C(=O)[C@H](CCC(=O)O)n3cc(C(N)CC(C)C)nn3)CC2)nc(N2CCN(C(=O)[C@H](CCC(=O)O)n3cc(C(N)CC(C)C)nn3)CC2)n1 (stereo partly specified)	3	-6	/	-8	27	3	6	1.3	-13
Fc1c(CSC(=S)N2CCOCC2)cccc1CSC(=S)N1CCOCC1	-8	-3	-1	-7	3	-4	6	-0.38	-23
CC1CCC2C(C1)c1sc(=O)[nH]c1SC2(C)C (stereo unspecified)	-1	-36	-7	6	2	3[fluorescence artefact?]	-7	-2.1	12[20 µM]
O=C(Cc1ccc(-n2cccc2)cc1)N1CCN(c2ccccc2F)CC1	4	-5	-12	/	1	-3	9	-6.8*	-6
CC(C)CC(=O)NNC(=S)NCc1ccco1	1	-2	-9	12	0	1	-20	0.29	-40
N#Cc1c(NC(=O)c2ccccc2Cl)n(Cc2ccccc2)c2nc3ccccc3nc12	0	-10	-22	5	18	1[fluorescence artefact?]	-17	-4.6*	-15
CCCn1c(SCC(=O)Nc2cccc(C(=O)OC)c2)nnc1-c1cccnc1	-15	0	-4	/	1	-6	-4	0.43	-19
CCOC(=O)c1c(-c2cccs2)csc1NC(=O)COC(=O)c1c(C)noc1C	1	-29	-18	-2	-6	-14	6	/	-23
Cc1cc(C(=O)NCc2ccco2)c2cc(F)ccc2n1	1	-11	-10	0	-8	2	-13	0.55	-22
Cc1nn2cc(-c3cccc(Cl)c3)cnc2c1Br	3	-6	-6	-68	-16	0	-7	0.62	-19
COc1nsnc1N1CCOCC1	-2	-10	-17	/	-6	0	-3	0.83	-14
C/C(=C\C(=O)c1sccc1Cl)N(C)C	1	-11	-7	-20	-8	0	6	-1.4	-32
NC(=O)c1cc([N+](=O)[O-])ccc1NCCN1C(=O)c2ccc(C(=O)O)cc2C1=O	-8	6	-1	-2	-5	0	-7	0.42	-13
Clc1ccc(-c2c(C3=NCCCN3)nnn2-c2ccc(Cl)cc2)cc1	-6	1	-7	/	-5	-2	-2	-0.86	-14
